# Compound activity as filed in PubChem.
# RXFP1 ag – activates the human relaxin receptor RXFP1 | HEK293T-RXFP1 cAMP TR-FRET, 30 min; response scale: percent of porcine relaxin response, buffer zero | 370,000 compounds, 0.3% hits | Potency, µM (top dose mostly 57.5 µM), inactives show top-dose activation, most hits filed as activators | Q9HBX9; also: % is scaled to controls: 0 for no effect and ±100 for the full control effect; nearly all actives have a fitted effect of over 60% in size; many of its hits are not listed in these tables
#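 Agonist response is measured as cAMP accumulation in an RXFP1-transfected HEK293T line under PDE4 inhibition. Values are scaled between buffer-only and 29 nM porcine relaxin, and EC50s come from standard Hill equation fits.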
# Vif-A3F inh – inhibitors of Vif-A3F interaction. HeLa A3F-eYFP + Vif (tagged APOBEC3F with the HIV-1 protein that degrades it), YFP fluorescence increase. Potency, µM (highest dose often 46.1 µM), for inactives: top-dose activity, negative = active. 390,000 compounds, 0.2% hits. AID 602313; also: % of control where 0% means no effect; nearly all actives have a fitted effect of over 65% in size
#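 Fluorescence increase (Ex 488/Em 500-530) after overnight compound treatment at 37 deg C flags inhibition of Vif-driven A3F-eYFP loss in stable HeLa A3F-eYFP/Vif cells seeded overnight beforehand.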
# RGS4 inh – human RGS4 inhibition; 390,000 compounds, 0.039% hits; P49798; Potency, µM (titrated, usually from 114 µM), inactives show top-dose activity change, negative = inhibition, actives largely listed as inhibitors; Transcreener GDP fluorescence polarization, RGS4-accelerated GTP hydrolysis; also: % is scaled to controls: 0 for no effect and ±100 for the full control effect; nearly all actives have a fitted effect of over 75% in size; some results filed as inactive show a strong effect at the top dose
#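 MLSMR compounds (23 nl, pin-transferred) preincubated 10 min at room temperature with a 500nM (2x) first reagent, then RGS4 at 900nM (2x) plus Transcreener GDP mix added; fluorescence polarization (620/688 nm) read before and after 90 min at 30 °C.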
# Vif-APOBEC3G blk – blocks the Vif interaction with human APOBEC3G; HeLa A3G-eYFP + Vif (tagged APOBEC3G with the HIV-1 protein that degrades it), YFP fluorescence, overnight; Potency, µM (doses to about 46.1 µM), for the others: at the highest dose activity, negative = active, hits mostly inhibitors; 410,000 compounds, 0.076% hits;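 also: % is scaled to controls: 0 for no effect and ±100 for the full control effect; nearly all actives have a fitted effect of over 60% in size; hits raise eYFP signal because A3G escapes Vif-driven loss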
#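 HeLa cells stably expressing Vif and C-terminally eYFP-tagged A3G, seeded overnight at 37 deg C, then exposed to compound by pintool overnight at 37 deg C. Rise in yellow fluorescence (Ex 488/Em 500-530, Acumen) marks blocked Vif-driven A3G degradation.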
# ALOX12 inh – inhibitors of human 12S-lipoxygenase ALOX12 | purified 12hLO, xylenol orange hydroperoxide absorbance | Potency, µM (top dose mostly 108 µM), for the others: top-dose activity change, negative = inhibition, hits mostly inhibitors | 580,000 compounds, 1.1% hits; also: % is scaled to controls: 0 for no effect and ±100 for the full control effect
#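 Hydroperoxide product was detected by ferrous iron/xylenol orange as the 573 to 405 nm absorbance ratio. Arachidonic acid at 40 uM (final) was turned over for 30 min at room temperature by 150 nM human 12hLO, pH 7.0 Hepes buffer, after 15 min compound preincubation.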
# IDH1 R132H inh – inhibitors of human mutant IDH1 R132H. O75874. IDH1-R132H enzyme, NADPH consumption, diaphorase/resazurin fluorescence. Potency, µM (titrated, usually from 76.6 µM), for inactives: at the highest dose activity change, negative = inhibition, most hits filed as inhibitors. 390,000 compounds, 0.093% hits; also: % is scaled to controls: 0 for no effect and ±100 for the full control effect; nearly all actives have a fitted effect of over 65% in size
# Target sequence (O75874 whole entry R132H, stated change not applied): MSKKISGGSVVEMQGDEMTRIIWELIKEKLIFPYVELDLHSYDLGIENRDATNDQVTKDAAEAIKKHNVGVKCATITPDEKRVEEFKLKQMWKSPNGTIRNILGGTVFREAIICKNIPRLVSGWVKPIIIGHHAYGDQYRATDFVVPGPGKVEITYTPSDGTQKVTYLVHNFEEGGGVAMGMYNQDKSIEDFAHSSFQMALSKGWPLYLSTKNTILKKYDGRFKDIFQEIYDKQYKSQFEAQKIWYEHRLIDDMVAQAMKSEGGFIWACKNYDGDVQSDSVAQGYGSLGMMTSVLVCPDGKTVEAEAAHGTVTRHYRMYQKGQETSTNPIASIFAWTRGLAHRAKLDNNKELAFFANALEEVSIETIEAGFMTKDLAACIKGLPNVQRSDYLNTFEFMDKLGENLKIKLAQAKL
#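 IDH1-R132H (0.5 ug/mL dispensed) in pH 7.5 Tris buffer was preincubated 30 min with compound, then given a substrate mix of 0.016 mM NADPH and 2 mM alpha-KG for 80 min at room temperature; remaining NADPH was read by diaphorase/resazurin fluorescence.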
# TrxR1 substrate – substrates of rat thioredoxin reductase 1 | AID 588456 | O89049 | 390,000 compounds, 0.01% hits | purified TrxR1 substrate turnover, NADPH consumption readout | Potency, µM (series often up to 114 µM), without a hit: at the highest dose activity change, negative = substrate turnover; also: % is scaled to controls: 0 for no effect and ±100 for the full control effect; nearly all actives have a fitted effect of over 50% in size
# Target sequence (O89049 whole entry, looked up): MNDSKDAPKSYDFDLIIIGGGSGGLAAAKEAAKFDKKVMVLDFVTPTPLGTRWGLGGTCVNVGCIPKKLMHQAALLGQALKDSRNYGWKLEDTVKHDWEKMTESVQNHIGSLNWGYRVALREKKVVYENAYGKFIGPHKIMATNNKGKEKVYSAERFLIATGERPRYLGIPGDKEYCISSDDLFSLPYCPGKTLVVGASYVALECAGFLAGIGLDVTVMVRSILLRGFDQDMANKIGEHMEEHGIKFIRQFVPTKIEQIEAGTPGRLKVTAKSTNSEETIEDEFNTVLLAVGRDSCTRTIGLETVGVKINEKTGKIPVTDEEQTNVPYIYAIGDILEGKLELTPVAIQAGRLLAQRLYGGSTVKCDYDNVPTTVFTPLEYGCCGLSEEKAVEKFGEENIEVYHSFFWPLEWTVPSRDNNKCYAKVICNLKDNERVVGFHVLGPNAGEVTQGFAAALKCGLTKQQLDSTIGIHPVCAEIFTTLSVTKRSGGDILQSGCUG
#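 Rat TrxR1, dispensed at 90 nM, was prereduced with 400 uM NADPH (final) for 5 min at ~22 deg C, then incubated with compound 15 min before 400 uM selenite. A first-read NADPH fluorescence drop versus no-compound background flagged substrates.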
# TrxR1 inh – inhibitors of rat thioredoxin reductase 1 | O89049 | recombinant rTrxR1, NADPH fluorescence consumption, selenite substrate | Potency, µM (top dose mostly 114 µM), for the others: at the top dose activity change, negative = inhibition, most hits filed as inhibitors | 390,000 compounds, 1% hits; also: % is scaled to controls: 0 for no effect and ±100 for the full control effect; nearly all actives have a fitted effect of over 65% in size
#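 Rat TrxR1 (90 nM in the dispensed reagent) was pre-reduced with 400 uM NADPH for 5 min at room temperature, then incubated with compound for 15 min. After 400 uM selenite was added, NADPH fluorescence (Ex 340/Em 450 nm) was followed for 8 min.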
# USP1 inh – blocks the human USP1/UAF1 deubiquitinase complex | O94782 | recombinant USP1/UAF1, Ub-Rhodamine cleavage fluorescence | Potency, µM (top dose mostly 57.1 µM), without a hit: top-dose activity change, negative = inhibition, usual class: inhibitors | 390,000 compounds, 0.23% hits | AID 743255; also: % is scaled to controls: 0 for no effect and ±100 for the full control effect; nearly all actives have a fitted effect of over 60% in size; inactives centre near -12
#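 High-throughput fluorogenic screen: 1nM USP1/UAF1 complex, Ub-Rho substrate 150nM final, 50mM HEPES pH 7.8 with 0.5mM EDTA, 0.1 mg/ml BSA, 1mM TCEP and 0.01% Tween-20.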
# * = called active by the depositor; ? = inconclusive; nt = no result given; & = joins results of further samples; [ ] = dose if it differs, or a comment. Calls follow the shape of the dose curve; as a rule, active = well fitted curve in the direction sought with a large enough effect; inconclusive = small, poorly fitted or top-dose-only effect, or another doubt; inactive = no such curve, though single readings can be large; an effect the other way counts as inactive or inconclusive. Potency is read from the fitted curve at half-maximal effect. An excerpt; rates above refer to the full screens.
# Fields: RXFP1 ag	Vif-A3F inh	RGS4 inh	Vif-APOBEC3G blk	ALOX12 inh	IDH1 R132H inh	TrxR1 substrate	TrxR1 inh	USP1 inh
CCC(C)NC(=O)[C@H]1N2C(=O)c3ccccc3C2SC1(C)C (some centres not stated)
  -1.6%	3%	8%	5%	14%	1%	-2%	0%	-12%
CC(C)COC(=O)NCCOC(=O)Nc1cccc(Cl)c1
  -0.4%	nt	15%	3%	?	0%	-9%	-9%	-6%
CN(C)/C=C/C(=O)c1cccc(Cl)c1
  0.0%	4%	-20%	1%	-9%	-6%	-13%	-15%	-3%
COc1ccc(/C=C2/SC(=S)N(CCCC(=O)Nc3ccccc3C(=O)O)C2=O)cc1
  3.8%	-17%	0%	-2%	?	-1%	-6%	4%	-25%
O=C(c1cc(-c2ccc3c(c2)OCO3)on1)N1CCCCC1
  0.2%	11%	-20%	0%	-6%	1%	-1%	4%	-17%
Cn1c(NC(=O)C[n+]2cc(-c3ccccc3)n3c2CCC3)cc(=O)n(C)c1=O
  5.4%	1%	-10%	-1%	5%	-4%	5%	7%[57.1 µM]	-13%
CCOC(=O)N1CCN(C(=O)c2ccccc2NC(=O)c2ccc(OC)cc2)CC1
  0.3%	9%	-9%	0%	5%	10%	7%	23%	3%
O=C(Nc1ccc2c(c1)OCO2)C1CCCN1C(=O)Nc1ccccc1 (configuration not stated)
  1.1%	0%	-6%	1%	1%	3%	8%[0.0914 µM]	11%	-13%
Cc1[nH]c(=S)[nH]c(=O)c1Cc1c(O)ccc2ccccc12
  nt	10%	-42%	-6%	?	12%	4%	?	1%
CCCCC(=O)C1=C(N2CCCC2)CC(C)(C)CC1=O
  nt	-8%	26%	0%	?	2%	1%	6%	-2%
CC1C(c2ccccc2)C(C#N)(C#N)C2(C#N)C(=O)NC1(N)C2C (configuration not stated)
  0.3%	-7%	11%	1%	3%	-4%	3%	5%	-14%
CNS(=O)(=O)c1ccc2c(c1)oc(=O)c1cc(S(=O)(=O)NC)ccc12
  0.0%	-7%	11%	0%	24%	8%	5%[57.1 µM]	10%[57.1 µM]	5%
CN(C)C(CNC(=O)c1cc(-c2ccco2)nc2ccccc12)c1ccccc1 (configuration not stated)
  nt	?	?	2%	10µM*	5%	64%[57.1 µM]	-66%[57.1 µM]	-12%
CCCn1nc2cc(C(=O)NCC34CC5CC(CC(C5)C3)C4)ccc2c1OCC
  -1.9%	0%	-8%	6%	?	12%	46%[activator]	10%	-27%
Cc1ccc(/C=C/c2onc(C)c2S(=O)(=O)N2CCC(C(=O)N3CCOc4ccccc43)CC2)cc1
  -0.2%	-2%	-5%	6%	-5%	-3%	4%[57.1 µM]	19%[57.1 µM]	-24%
c1ccc(-c2noc(CN3CCc4sccc4C3)n2)cc1
  1.9%	-3%	3%	-4%	-22%	5%	24%	14%[57.1 µM]	-7%
CN(c1ccccc1)S(=O)(=O)c1cccc(C(=O)NNC(=O)c2ccccc2)c1
  2.1%	-1%	-14%	-2%	-2%	5%	6%[57.1 µM]	17%	-16%
CN(C(=O)c1ccccc1)C1c2c(ccc3ccccc23)OCC1CO (configuration not stated)
  0.3%	-1%	11%	-6%	?	-5%	-2%[57.1 µM]	4%[2.29 µM]	-26%
Cc1ccc(NC(=S)C2=C(O)c3ccccc3N(C)S2(=O)=O)cc1
  -1.5%	2%	-15%	0%	-12%	4%	-7%[57.1 µM]	-30%[57.1 µM]	-11%
O=C(Cn1nc(C(=O)O)c2ccccc2c1=O)NCc1ccco1
  8.8%	-10%	?	0%	-22%	0%	3%	25%[57.1 µM]	-1%
COc1ccc(OCC(=O)Nc2nnc(S(=O)(=O)N3CCCCCC3)s2)cc1
  -0.9%&-0.2%	2%&0%	-16%&-15%	-2%&5%	6%[57.4 µM]	9%&-18%	5%&3%	15%&-3%	-19%&-19%
CCCc1c(-c2ccc(O)cc2)nn(-c2ccc(O)cc2)c1-c1ccc(O)cc1
  -1.5%	-1%	?	-13%	0%	?	5%[57.1 µM]	22%[57.1 µM]	-23%
CC1CCN(C(=O)C(C)OC(=O)c2ccc(S(C)(=O)=O)c([N+](=O)[O-])c2)CC1 (configuration not stated)
  nt	nt	-14%	?	nt	nt	5%	11µM*	nt
O=C1[C@H]2[C@@H](c3ccc(C(F)(F)F)cc3)N[C@]3(CCCN(Cc4ccc(Cl)cc4)C3=O)[C@H]2C(=O)N1Cc1ccccc1
  nt	-3%	nt	6%	?	4%	nt	nt	-19%
CC(Oc1ccc(S(=O)(=O)N2CCCC2)cc1[N+](=O)[O-])C(=O)NC1(C#N)CCCCC1 (configuration not stated)
  -0.4%	2%	2%	-1%	-13%	-1%	-2%	18%	-20%
CCn1c(SCC(=O)NCCc2ccccc2)nnc1C(C)C
  -0.1%	0%	10%	-2%	6%	-2%	-7%[57.1 µM]	-11%[57.1 µM]	-15%
NC(=O)c1ccc(SCC(=O)NC2CCCCC2)c([N+](=O)[O-])c1
  1.0%	23%	3%	-1%	-3%	-5%	-5%	2%	-11%
CC(C)CC(=O)Nc1nnc(-c2ccco2)s1
  -1.5%	-9%	5%	0%	-2%	2%	-1%	15%	-26%
O=C(O)c1ccc2c3c(cccc13)C(=O)N(c1cccc3ccccc13)C2=O
  -0.4%	7%	13%	4%	-5%	9%	9%[57.1 µM]	18%[57.1 µM]	-26%
Cc1ccc(NC(=O)CN2C=NS(=O)(=O)c3ccccc32)cc1
  1.0%	0%	26%	1%	-14%	-3%	-8%[57.1 µM]	0%[57.1 µM]	-25%
CCS(=O)(=O)c1ncc(CO)n1CCc1ccccc1
  0.4%	0%	-9%	-5%	9%	4%	3%	8%	-5%
O=C(CN1CCCCCC1)N/N=C/c1ccc2ccccc2c1
  0.1%	1%	-10%	0%	-13%	7%	2%	11%	-20%
Nc1nc(=O)n(C2CCCO2)cc1Br (configuration not stated)
  nt	13%	-22%	5%	?	3%	-4%[11.4 µM]	9%[11.4 µM]	-13%
O=C(Nc1ccc(F)cc1F)c1cc(Cl)sc1Cl
  0.0%	-22%	2%	0%	-2%	17%	11%[57.1 µM]	13%[57.1 µM]	-11%
CCOc1cc(C2C3=C(CCCC3=O)N(C)C3=C2C(=O)CCC3)cc(Cl)c1O
  5.3%	0%	-27%	-3%	?	7%	10%	-14%	-18%
CCOc1cc2[nH]c(=S)n(CCN3CCCCC3C)c(=O)c2cc1OCC (configuration not stated)
  3.1%	-4%	-1%	0%	-18%	3%	-11%	-25%	-5%
O=C(Cn1c(=O)n(-c2ccccc2)c(=O)c2c3c(sc21)CCC3)c1ccc(F)cc1
  0.0%	0%	12%	-1%	-28%	1%	-1%	26%	-18%
CCC(=O)N1CCc2cc(S(=O)(=O)NC(Cc3ccccc3)C(=O)NC3CCCCC3C)ccc21 (configuration not stated)
  -0.1%	4%	-7%	4%	22%	-1%	-3%[57.1 µM]	19%	-13%
CC(=O)NC1(c2ccccc2)CCN(c2cc(C)nc(-c3ccccc3)n2)CC1
  1.8%	3%	1%	1%	6%	-2%	-2%[57.1 µM]	-12%[57.1 µM]	-2%
COC(=O)C[C@@H]1C[C@H]2c3cc(NS(=O)(=O)c4ccccc4)ccc3O[C@H]2[C@@H](CO)O1
  nt	-5%	nt	2%	-9%	-10%	nt	nt	-1%
Cn1c(CN2CCOCC2)nc2cc(NC(=O)c3ccccc3[N+](=O)[O-])ccc21
  19%	2%	15%	2%	-5%	29%	-2%	21%	-15%
Cn1nccc1C(=O)N1CCc2c([nH]c3ccccc23)C1c1ccc(F)cc1 (configuration not stated)
  -2.2%	-2%	-3%	-28%	?	-8%	-8%[57.1 µM]	-8%[57.1 µM]	-12%
O=C(c1ccc(N2C(=O)C3CC=C(Cl)CC3C2=O)cc1)N1CCCCC1 (configuration not stated)
  2.6%	8%	18%	2%	15%	0%	12%[57.1 µM]	-9%[57.1 µM]	-5%
CCCC(=O)Nc1ccccc1-c1nnn(CC(=O)Nc2ccc(OCC)cc2)n1
  -1.5%	5%	8%	1%	-25%	2%	8%[57.1 µM]	20%[57.1 µM]	-14%
C/C(=N\NC(=O)CSc1nc2ccccc2[nH]1)c1ccncc1
  -1.3%	-10%	5%	1%	3%	-4%	4%	23%[57.1 µM]	-4%
Cc1cc(C)c(S(=O)(=O)N2CCN(C(=O)c3c(C)noc3C)CC2)c(C)c1
  3.4%	3%	1%	-6%	-13%	8%	8%	16%	-20%
COCc1cc(C)nc2c1C(=O)NC(c1ccc(NC(C)=O)cc1)N2Cc1ccccc1 (configuration not stated)
  -0.4%	-1%	23%	1%	-29%	-7%	130%[activator]	27%	-23%

# 2 compounds drawn at random from those above, as already listed:
# Fields: RXFP1 ag	Vif-A3F inh	RGS4 inh	Vif-APOBEC3G blk	ALOX12 inh	IDH1 R132H inh	TrxR1 substrate	TrxR1 inh	USP1 inh
CC(=O)NC1(c2ccccc2)CCN(c2cc(C)nc(-c3ccccc3)n2)CC1
  1.8%	3%	1%	1%	6%	-2%	-2%[57.1 µM]	-12%[57.1 µM]	-2%
O=C(Nc1ccc(F)cc1F)c1cc(Cl)sc1Cl
  0.0%	-22%	2%	0%	-2%	17%	11%[57.1 µM]	13%[57.1 µM]	-11%
